EPAC2 antagonist: antagonists of human EPAC2. Q8WZA2. AID 720708. EPAC2 GEF exchange of Rap1B-BODIPY-GDP, fluorescence. Potency, µM (highest dose often 114 µM), for inactives: at the top dose activity, negative = inhibition, actives largely listed as inhibitors. hit rate 0.18% among 360,000; note: potency is the fitted concentration of half-maximal effect; % is set by controls: 0 for no effect and ±100 for the full control effect; nearly all actives have a fitted effect of over 45% in size; many of its hits are not listed in these tables
Target sequence (Q8WZA2 whole entry, looked up): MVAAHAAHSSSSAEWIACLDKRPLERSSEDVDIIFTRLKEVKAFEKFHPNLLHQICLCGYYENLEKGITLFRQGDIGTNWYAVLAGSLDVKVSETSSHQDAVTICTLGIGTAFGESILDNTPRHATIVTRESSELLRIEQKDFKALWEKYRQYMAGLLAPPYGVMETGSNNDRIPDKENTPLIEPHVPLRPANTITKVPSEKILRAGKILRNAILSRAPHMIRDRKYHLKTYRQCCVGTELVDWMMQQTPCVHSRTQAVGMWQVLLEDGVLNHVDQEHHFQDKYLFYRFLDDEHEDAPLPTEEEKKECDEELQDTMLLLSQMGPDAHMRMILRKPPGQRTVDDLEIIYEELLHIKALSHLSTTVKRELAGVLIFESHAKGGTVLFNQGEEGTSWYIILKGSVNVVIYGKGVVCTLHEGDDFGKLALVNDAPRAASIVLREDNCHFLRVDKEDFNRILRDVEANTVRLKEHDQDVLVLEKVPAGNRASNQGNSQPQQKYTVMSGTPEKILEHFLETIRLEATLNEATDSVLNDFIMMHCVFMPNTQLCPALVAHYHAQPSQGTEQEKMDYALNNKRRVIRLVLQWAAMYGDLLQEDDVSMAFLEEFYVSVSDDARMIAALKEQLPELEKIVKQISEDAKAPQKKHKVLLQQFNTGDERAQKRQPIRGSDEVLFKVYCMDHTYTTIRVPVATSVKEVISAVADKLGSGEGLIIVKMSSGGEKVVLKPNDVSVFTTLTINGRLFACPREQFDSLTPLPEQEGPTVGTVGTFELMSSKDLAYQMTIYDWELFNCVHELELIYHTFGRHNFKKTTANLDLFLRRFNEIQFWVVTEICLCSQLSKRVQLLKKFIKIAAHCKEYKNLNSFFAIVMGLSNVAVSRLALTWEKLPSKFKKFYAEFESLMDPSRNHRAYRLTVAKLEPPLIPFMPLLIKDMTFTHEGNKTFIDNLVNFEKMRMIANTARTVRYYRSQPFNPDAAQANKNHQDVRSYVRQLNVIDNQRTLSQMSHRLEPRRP
PI5P4K alpha inh: PI5P4K alpha (human) kinase inhibition | P48426 | PI5P4Kalpha enzyme, ADP-Glo luminescence, 60 min; stronger effect = lower value | max response, % | hit rate 1.2% among 330,000 | AID 652105; active = max response of -50% or lower; inconclusive = between -30% and -50%; inactive = -30% or higher; note: value at the top dose of about 77 µM; % is set by controls: 0 for no effect and ±100 for the full control effect
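Reactions run in 0.038 M HEPES pH 7.4, 0.28 mM EGTA, 0.1% CHAPS and 5% DMSO, with PI5P4Kalpha, substrate, compound and 5 microM ATP final, one hour at room temperature. Readout is ADP-Glo luminescence.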
MmCpn inh: inhibitors of Methanococcus maripaludis chaperonin (MmCpn); purified Mm-Cpn ATPase, ADP Transcreener TR-FRET; Potency, µM (doses to about 76.9 µM), for the others: at the highest dose activity, negative = inhibition, actives largely listed as inhibitors; hit rate 0.031% among 330,000; note: potency is the fitted concentration of half-maximal effect; % is set by controls: 0 for no effect and ±100 for the full control effect; nearly all actives have a fitted effect of over 80% in size
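25 nM Mm-CPN + cpd, 10 min 37°C; + 10 uM ATP, 30 min 37°C; buffer 30 mM Tris pH 7.4, 100 mM KCl, 5 mM MgCl2, 1 mM DTT; Transcreener ADP HTRF detection 30 min RT.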
PLK1 PBD block: blocks phosphopeptide binding to human PLK1 polo-box domain. P53350. hit rate 2.8% among 360,000. Plk1 PBD binding of FITC phosphopeptide, fluorescence polarization. Potency, µM, for inactives: max response, negative = inhibition, hits mostly inhibitors; note: potency is the fitted concentration of half-maximal effect; series mostly up to about 57 µM; % is set by controls: 0 for no effect and ±100 for the full control effect; nearly all actives have a fitted effect of over 65% in size
EPAC1 antag: antagonists of human EPAC1. O95398. EPAC1 GEF assay, Rap1b-BODIPY-GDP exchange fluorescence. Potency, µM (highest dose often 115 µM), for the others: at the top dose activity change, negative = inhibition, usual class: inhibitors. hit rate 0.14% among 360,000. AID 720709;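 note: potency is the fitted concentration of half-maximal effect; plate controls were vehicle for no effect and positive control for full effect; nearly all actives have a fitted effect of over 50% in size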
EPAC1 ag: EPAC1 (human) agonism; O95398; EPAC1 agonist qHTS, biochemical assay; response scale: 100% = response to 6.5 mM cAMP; hit rate 0.073% among 360,000; Potency, µM (doses to about 154 µM), for the others: at the top dose activation, hits mostly activators; note: potency is the fitted concentration of half-maximal effect; nearly all actives have a fitted effect of over 60% in size
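Multi-concentration qHTS readout: loss of Rap1B-bound BODIPY-GDP fluorescence driven by 100 nM EPAC1 with excess GDP (50 uM), monitored kinetically at room temperature; agonist response expressed relative to 6.5 mM cAMP.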
WRN helicase inh: inhibitors of human WRN helicase | WRN helicase unwinding, fluorescent forked duplex, kinetic | Q14191 | AID 651768 | hit rate 0.46% among 360,000 | Potency, µM (doses to about 114 µM), for inactives: at the top dose activity change, negative = inhibition, actives largely listed as inhibitors; note: potency is the fitted concentration of half-maximal effect; % is set by controls: 0 for no effect and ±100 for the full control effect; nearly all actives have a fitted effect of over 55% in size
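Screening of the MLSMR collection measured strand separation of a quenched forked DNA duplex (100 nM) by 20 nM WRN with 2 mM ATP, all final. Compounds were preincubated with enzyme 15 min at room temperature.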
CCT modulator: cytosolic chaperonin activity modulation | purified chaperonin ATPase assay, HTRF ADP detection, 30 min | activity change, % (test concentration not listed), hits read low | hit rate 0.3% among 360,000 | AID 651819; in the data active = activity change below about -30%; note: % is set by controls: 0 for no effect and ±100 for the full control effect
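First, chaperonin was dispensed at 40 nM or 20 nM final depending on batch activity. Next, compounds were pinned at 76 uM and ATP added at 10 uM. After 30 min at 37 °C, ADP detection reagents ran 30 min at ambient temperature.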
* hit, by the source's call; ? = inconclusive; . = not tested or not shown; [ ] = another dose, or the depositor's remark. Unless noted, calls come from the whole dose curve; as a rule, active = well fitted curve in the direction sought with a large enough effect; inconclusive = small, poorly fitted or top-dose-only effect, or another doubt; inactive = no such curve, though single readings can be large; an effect the other way counts as inactive or inconclusive. Some of the compounds tested; the hit share may differ from the screen's.

SMILES | EPAC2 antagonist | PI5P4K alpha inh | MmCpn inh | PLK1 PBD block | EPAC1 antag | EPAC1 ag | WRN helicase inh | CCT modulator
CC(=O)c1cc2c(cc1NS(=O)(=O)c1ccc3c(c1)OCCO3)OCO2 | -1% | . | -2% | -2% | -9% | 19% | -5% | -8.5
COc1cccc(/C(O)=C2/C(=O)C(=O)N(CCN3CCOCC3)C2c2cccnc2)c1 (stereo not given) | 14% | -1 | -1% | -5% | 0% | -8% | 22% | 2.8
Cc1ccc2cc(/C=N/Nc3ccc(C(=O)O)cc3)c(Cl)nc2c1 | -4% | -6 | -10% | -22% | -6% | -8% | -2%[11.6 µM] | 0.8
Cc1cc(NC(=O)CCC(=O)N(CC(=O)NCC2CCCO2)Cc2ccc(F)cc2)no1 (stereo not given) | -3% | 0 | 0% | -7% | -18% | 6% | 7% | -2.4
COc1ccc(C(=O)COC(=O)Cn2cnc3c2c(=O)n(C)c(=O)n3C)c(OC)c1 | 4% | 0 | 0% | -6% | 17% | 10% | -3% | 0.8
O=C(COC(=O)CCN=C1NS(=O)(=O)c2ccccc21)NNC(=O)c1ccc(Cl)cc1 | 11% | -1 | -4% | -10% | 3% | 19% | -6% | 0.7
COc1ccc([N+](=O)[O-])cc1N(CC(=O)O)S(C)(=O)=O | 4% | -7 | -3% | 3% | -9% | 4% | 2% | -1.6
CP(C)(=O)CCP(=O)(c1ccccc1)c1ccccc1 | 11% | 1 | -5% | -2% | 21% | -8% | -11%[57.1 µM] | -1.6
CCCCn1c(SCC(=O)N2CCC(C(=O)OCC)CC2)nc2cc(S(N)(=O)=O)ccc21 | 7% | -5 | 0% | -1% | -6% | -2% | 3% | -4.4
CC(C)(C)OC(=O)NCc1n[nH]c(=S)n1C1CC1 | -2% | -8 | 0% | -5% | -10% | 0% | -16% | -2.4
O=C(Nc1ccccc1[N+](=O)[O-])C1=C(O)CCn2c1nc1ccccc12 | -6% | . | 1% | -6% | -3% | 5% | -26% | -5.5
O=C(NCc1ccccc1)NC1(C(=O)N2CCCC2)CCCCC1 | 5% | -3 | 1% | 2% | 16% | 3% | 5% | -1.2
COC(=O)c1cc(-c2cccc([N+](=O)[O-])c2)c2c(=O)[nH]c(=O)n(C)c2n1 | 17% | -10 | 2% | 30µM* | -5% | 1% | 4% | -2.6
O=C(O)COc1ccccc1/C=C1\SC(=S)N(c2cccnc2)C1=O | -2% | -8 | 1% | -13% | 1% | 4% | -22% | 0.8
NS(=O)(=O)c1ccc(NC(=O)/C=C/c2cccs2)cc1 | 2% | 3 | 0% | -6% | -3% | 14% | 5% | -11
CCOC(=O)N1CCN(C(=O)COC(=O)c2cc(C)ccc2C)CC1 | -1% | -2 | 0% | -4% | 1% | 9% | 9% | -2.5
Cc1ccc(-n2c(Cc3ccccc3)n[nH]c2=S)cc1 | -3% | . | 0% | -8% | -12% | 17% | 3% | 1.9
COc1ccc(C2CC(c3ccccc3O)=NN2C(=O)c2ccccc2)cc1OC (stereo not given) | -4% | 2 | -5% | -1% | -9% | 5% | -2% | -7.3
N#Cc1ccccc1OCC(=O)N1CC(=O)Nc2ccccc21 | 0% | -12 | . | -8% | -7% | 3% | 2% | -2.8
Cc1cccc(NC(=O)C(=O)NCCCN2CCOCC2)c1 | 2% | -7 | 0% | -16% | 0% | -10% | -3% | -1.5
CC(C)CNC(=O)c1cc(=O)[nH]c2ccc(S(=O)(=O)Nc3ccc(F)cc3)cc12 | 10% | 0 | -2% | -2% | 12% | -7% | 2% | 0.9
COC(=O)c1ccc(COc2ccc(C#N)cc2)o1 | -2% | 1 | 1% | 7% | -16% | 5% | 5% | -1.6
COC(=O)C1(CO)NC(c2cccs2)C2C(=O)N(c3ccccc3)C(=O)C21 (stereo not given) | -7% | -13 | 3% | 27µM* | 0% | 1% | -1% | 0.1
Cc1cc(C(=O)Nc2c(C)n(C)n(-c3ccccc3)c2=O)c2ccccc2n1 | 10% | 3 | -2% | -14% | -3% | -2% | -4% | 1.8
CCOC(=O)C(NC(=O)Cc1ccccc1)(Nc1cc(C)on1)C(F)(F)F (stereo not given) | -5% | 2 | 1% | -14% | -10% | 0% | 5% | -0.4
Cc1cc(N2CCCCC2)n2ncc(-c3ccc(Cl)cc3)c2n1 | 8% | . | 1% | 0% | 14% | 6% | -19% | 0.4
CC(C)CC(NC(N)=O)C(=O)Nc1ccc(Cl)c(Cl)c1 (stereo not given) | -17% | -5 | 1% | -8% | 0% | -8% | 3% | 0.5
Cc1ccc(NC(=O)CCN2C(=O)c3ccccc3Sc3ncccc32)cc1 | -4% | -11 | -3% | ? | ? | -5% | -15% | -0.1
CC1CC(C)CN(S(=O)(=O)c2ccc3c(c2)oc(=O)n3CC(=O)NCCCOC(C)C)C1 (stereo not given) | -9% | -2 | -6% | -10% | -16% | 0% | 5% | -2.3
CC(C)OC(=O)CC1C(=O)NCCN1C(=O)COc1ccc(C(C)(C)C)cc1 (stereo not given) | -2% | 3 | 1% | -13% | -5% | -1% | 9% | -2.2

The last 3 records of the section above open the next one.
SMILES | EPAC2 antagonist | PI5P4K alpha inh | MmCpn inh | PLK1 PBD block | EPAC1 antag | EPAC1 ag | WRN helicase inh | CCT modulator
Cc1ccc(NC(=O)CCN2C(=O)c3ccccc3Sc3ncccc32)cc1 | -4% | -11 | -3% | ? | ? | -5% | -15% | -0.1
CC1CC(C)CN(S(=O)(=O)c2ccc3c(c2)oc(=O)n3CC(=O)NCCCOC(C)C)C1 (stereo not given) | -9% | -2 | -6% | -10% | -16% | 0% | 5% | -2.3
CC(C)OC(=O)CC1C(=O)NCCN1C(=O)COc1ccc(C(C)(C)C)cc1 (stereo not given) | -2% | 3 | 1% | -13% | -5% | -1% | 9% | -2.2
COc1ccc2c(c1)c(C(=O)N/N=C/c1ccc(OC)c(OC)c1)c(C)n2C | -2% | 2 | 1% | 6% | 7% | -1% | -8% | 0.6
CC1CCCCC1NC(=O)c1ccc(S(=O)(=O)NCc2ccco2)cc1 (stereo not given) | 3% | . | 0% | 0% | 7% | -7% | -1%[57.1 µM] | -2.7
CCCN1CCN(CCCNC(=O)Cn2cc3c(n2)CCCC3)CC1 | 9% | -4 | 0% | -7% | -12% | 3% | 7% | 1.0
O=C(NCc1ccncc1)c1cccc(S(=O)(=O)NCc2ccccc2)c1 | -1% | 5 | 2% | -6% | -13% | 1% | 8% | -2.7
COc1ccc(C(=O)Nn2cnc3ccccc3c2=O)c(OC)c1 | -7% | -2 | 0% | -2% | -19% | 9% | -1% | -0.3
O=C(Nc1ccc([N+](=O)[O-])cc1)C(=O)Nc1cccc(C(=O)O)c1 | 2% | -60* | -3% | -2% | -6% | 0% | -2% | -2.0
Cc1ccc(C#N)c(SCC(=O)Nc2nccs2)n1 | 7% | -1 | 1% | 0% | -13% | -11% | -10% | -1.2
COc1ccccc1-n1c(=O)[nH]c2c(C(N)=O)nc(C3CCCCC3)nc21 | -13% | 0 | 3% | -18% | -22% | -11% | -2% | -5.1
Cc1ccc(S(=O)(=O)NC(=O)c2ccc(Br)o2)cc1 | 14% | -5 | -1% | 4% | 9% | 3% | 5% | 0.0
CCc1cc(C(c2ccccc2OC)N2CCOCC2)c(NC(=O)c2ccccc2)s1 (stereo not given) | -14% | 0 | -1% | ? | -29% | 15% | -7% | -4.7
O=C(Cn1cncn1)NCc1cc(F)ccc1F | -2% | 1 | 0% | -21% | -7% | -1% | -4% | -1.3
CC1CCC2(CC1)NC(=O)N(NC(=O)c1ccc(OC(C)C)cc1)C2=O (stereo not given) | 2% | -4 | 4% | -7% | 0% | 6% | 1% | -4.8
CCOC(=O)C1CCCN(c2c(Nc3cc(C)cc(C)c3)c(=O)c2=O)C1 (stereo not given) | -9% | -6 | 1% | -12% | -10% | -9% | 6% | 0.4
Cc1ccc(C2(C)NC(=O)N(CC(=O)NNC(=O)c3ccccc3F)C2=O)cc1 (stereo not given) | -1% | 4 | 2% | -10% | -21% | -15% | 3% | -3.2
CCn1c(Sc2ccc([N+](=O)[O-])cn2)nnc1-c1ccco1 | 20% | -2 | -6% | -28% | 21% | 2% | -26%[57.1 µM] | 2.3
O=C1NC(=O)C2(CCC(C3CCCCC3)CC2)N1 (stereo not given) | 5% | -3 | . | 2% | -20% | 17% | -14% | -0.1
CCOC(=O)C1CCCCN1Cc1ccccc1C(F)(F)F (stereo not given) | -7% | . | -5% | -5% | 2% | 4% | 10% | -7.6
CCCCS(=O)(=O)N1CN(S(=O)(=O)CCCC)C2NC(=O)NC21 (stereo not given) | 9% | . | 1% | -5% | 14% | -2% | 8% | 0.5
O=C(c1cc(C2CC2)on1)N1CCN(c2ccccc2)CC1 | -6% | -26 | 2% | -5% | -13% | 2% | -7% | 0.6
COC(CNC(=O)CCCn1nnnc1CN1CCOCC1)c1cccs1 (stereo not given) | 18% | 0 | 0% | 0% | -15% | -21% | -3% | 0.7
CCOc1ccccc1C1C(C#N)=C(N)Oc2cc(C)n(C)c(=O)c21 (stereo not given) | -6% | . | 2% | -10% | 0% | 8% | -13% | -2.2
CCOC(=O)C1CCCN(C(=O)Cn2cnc3c2c(=O)n(C)c(=O)n3C)C1 (stereo not given) | 16% | . | -1% | -6% | 20% | -6% | 12% | 0.6
CN(CC(=O)NCc1ccco1)S(=O)(=O)c1ccc2c(c1)c(=O)n(C)c(=O)n2C | -6% | -2 | 0% | -7% | -8% | 7% | -5% | -0.4
COCCCNC(=O)CN1C(=O)COc2ccc(S(=O)(=O)N3CC(C)CC(C)C3)cc21 (stereo not given) | 8% | 4 | -2% | -5% | -14% | 4% | 4% | -0.7
FC(F)(F)c1nc(=S)c2ccccc2[nH]1 | 6% | -28 | 0% | 21µM* | -10% | -7% | 3% | -0.6
OC(CNCCc1ccccc1)c1ccccc1 (stereo not given) | 2% | . | 1% | -5% | -4% | 0% | -2% | 0.0
Nc1nccc(-c2nn(-c3ccc(Cl)cc3)ccc2=O)n1 | 1% | -3 | 4% | 2% | 7% | -3% | 9% | -1.8
Cc1ccc(/C=C2/SC(=O)N(CC(=O)N3CCOCC3)C2=O)s1 | -4% | -1 | 2% | ? | 1% | 2% | 4% | -2.5
CCCCn1cnc2c(cnn2-c2ccc(F)cc2)c1=O | -2% | -1 | -1% | -1% | 2% | 5% | -5% | -0.9

Some of the entries so far, with values under each structure:
Results follow in this order: EPAC2 antagonist, PI5P4K alpha inh, MmCpn inh, PLK1 PBD block, EPAC1 antag, EPAC1 ag, WRN helicase inh, CCT modulator
> CCCCS(=O)(=O)N1CN(S(=O)(=O)CCCC)C2NC(=O)NC21 (stereo not given)
→ 9%, ., 1%, -5%, 14%, -2%, 8%, 0.5
> O=C(c1cc(C2CC2)on1)N1CCN(c2ccccc2)CC1
→ -6%, -26, 2%, -5%, -13%, 2%, -7%, 0.6

Screening data from PubChem BioAssay.
